Source: PubChem BioAssay (National Center for Advancing Translational Sciences (NCATS))
KDM5B inh = KDM5B demethylase inhibition; 220,000 compounds, 2.6% hits; Potency, µM (titrated, usually from 57.7 µM), for inactives: at the highest dose activity change, negative = inhibition, usual class: inhibitors; AID 1347165; KDM5B demethylase, FDH-coupled NADH fluorescence (FDH is formaldehyde dehydrogenase); active means well fitted inhibition curve with a large enough effect; inconclusive means small, poorly fitted or top-dose-only effect; inactive means no such curve, though single readings can be large or run the other way; further: 0% is about no effect; nearly all actives have a fitted effect of over 70% in size
Target sequence (Q9UGL1 whole entry, looked up): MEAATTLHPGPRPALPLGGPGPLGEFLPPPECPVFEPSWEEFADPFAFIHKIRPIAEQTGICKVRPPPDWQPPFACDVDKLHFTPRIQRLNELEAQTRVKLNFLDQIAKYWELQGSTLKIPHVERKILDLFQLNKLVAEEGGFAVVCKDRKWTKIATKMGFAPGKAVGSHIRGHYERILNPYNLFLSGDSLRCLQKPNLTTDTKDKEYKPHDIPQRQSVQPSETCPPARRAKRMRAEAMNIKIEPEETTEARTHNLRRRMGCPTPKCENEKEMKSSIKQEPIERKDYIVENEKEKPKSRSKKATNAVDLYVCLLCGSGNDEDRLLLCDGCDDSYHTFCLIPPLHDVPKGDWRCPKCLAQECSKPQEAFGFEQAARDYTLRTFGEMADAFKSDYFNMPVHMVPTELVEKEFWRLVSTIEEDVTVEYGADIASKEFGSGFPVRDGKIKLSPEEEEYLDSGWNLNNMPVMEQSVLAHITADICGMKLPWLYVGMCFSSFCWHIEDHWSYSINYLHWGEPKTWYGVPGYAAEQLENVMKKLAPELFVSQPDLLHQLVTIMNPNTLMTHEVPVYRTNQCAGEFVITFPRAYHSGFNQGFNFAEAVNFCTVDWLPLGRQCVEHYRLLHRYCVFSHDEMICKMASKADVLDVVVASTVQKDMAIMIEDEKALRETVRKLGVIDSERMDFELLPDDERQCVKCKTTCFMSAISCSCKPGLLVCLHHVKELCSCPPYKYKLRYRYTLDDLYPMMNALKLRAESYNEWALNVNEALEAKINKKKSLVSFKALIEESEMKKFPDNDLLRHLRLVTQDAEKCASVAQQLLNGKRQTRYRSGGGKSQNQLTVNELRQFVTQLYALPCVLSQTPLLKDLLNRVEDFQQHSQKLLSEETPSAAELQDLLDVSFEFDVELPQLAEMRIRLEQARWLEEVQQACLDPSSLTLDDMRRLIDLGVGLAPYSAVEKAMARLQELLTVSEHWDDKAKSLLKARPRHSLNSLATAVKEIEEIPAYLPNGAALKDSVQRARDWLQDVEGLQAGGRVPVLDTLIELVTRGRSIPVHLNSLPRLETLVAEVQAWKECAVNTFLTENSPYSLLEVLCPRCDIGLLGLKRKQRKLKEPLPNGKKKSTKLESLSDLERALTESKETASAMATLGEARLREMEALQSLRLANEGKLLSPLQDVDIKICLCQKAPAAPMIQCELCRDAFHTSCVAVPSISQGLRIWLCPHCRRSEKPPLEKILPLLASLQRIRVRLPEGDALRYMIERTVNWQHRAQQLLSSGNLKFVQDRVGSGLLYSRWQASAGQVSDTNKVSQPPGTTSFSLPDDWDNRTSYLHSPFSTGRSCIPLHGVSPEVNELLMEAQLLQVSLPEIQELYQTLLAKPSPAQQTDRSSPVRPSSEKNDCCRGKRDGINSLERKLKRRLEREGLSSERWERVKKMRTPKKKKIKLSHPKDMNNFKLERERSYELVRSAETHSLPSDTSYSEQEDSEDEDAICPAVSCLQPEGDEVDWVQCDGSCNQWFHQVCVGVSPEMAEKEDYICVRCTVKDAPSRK
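Compound dilutions met 200 nM (final) KDM5BΔAP for 10 min at room temperature before substrate addition. The substrate mix held 12.5 µM H3K4me3 with cofactors 25 µM α-ketoglutarate and 50 µM Fe²⁺. NADH signal gain over 30 min defined activity.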
The depositor's hits bear a star; ? = inconclusive; & = joins results of further samples; [ ] = dose if it differs, or a comment. Potency means the concentration at half of the fitted maximal effect. Only part of the results is shown. The share of hits here may be higher or lower than overall.

KDM5B inh	canonical_smiles
-16%	CCOC(=O)N1CCC(NC2CC(=O)N(CCCc3ccccc3)C2)CC1 (centres undefined)
?	Cc1cc(=O)oc2cc(O[C@@H]3O[C@H](CO)[C@H](O)[C@H](O)[C@H]3O)ccc12
12%	COC(=O)C1CN(Cc2ccc(OC)cc2)CCS(=O)(=O)N1Cc1cn(Cc2ccccc2)nn1 (centres undefined)
8%	Cc1ccccc1OCc1nc2c3cnn(-c4cccc(F)c4)c3ncn2n1
?	Cc1ccc(F)cc1NC(=O)N1CCN(c2ccnc3cc(Cl)ccc23)CC1
-17%	CC1=C(C(=O)Nc2ccccc2)C(c2ccncc2)n2nc(SCc3ccccc3F)nc2N1 (centres undefined)
-20%	Cc1ccc(N2CC(NC(=O)c3cc4ccccc4o3)CC2=O)cc1C (centres undefined)
-3%	Cc1nnc(NC(=O)c2nn(C(C)C)c(=O)c3ccccc23)s1
-25%	CO[C@H]1[C@H](NC(=O)c2ccc3nc[nH]c3c2)c2ccccc2C12CCNCC2
-3%	O=c1c2cc3c(cc2nc2sc(Nc4ccccc4)nn12)OCO3
?	CCOc1cc(C(=O)N(C)Cc2cc3cc(OC)ccc3[nH]c2=O)cc(OCC)c1OCC
-17%	CC(=O)c1cccc(NS(=O)(=O)c2cc3c(cc2C)N(C(C)=O)CCO3)c1
?	O=C(CC1C(=O)NCCN1Cc1ccoc1)NCc1nnc2n1CCCCC2 (centres undefined)
-13%	COc1ccc(NC(=O)CCc2c(C)nc3c(c2C)c(=O)n(C)c(=O)n3C)cc1OC
16%	CNCc1cc(C)ccc1OC
25µM*	COc1ccc(C(=O)N2CCCN(c3nnc4ccccn34)CC2)cc1F
-20%	COc1ccc(-c2nc(CS(=O)CC(=O)NCc3ccccc3)c(C)o2)cc1 (centres undefined)
32%	COCCn1c(COc2c(F)ccc(Cl)c2F)nnc1C1CC(N)C1 (centres undefined)
13%	COc1ccc(NC(=O)CSc2nnc(-c3nonc3NC(C)=O)n2-c2ccccc2)cc1
?	COc1ccccc1Nc1nn2c(=O)c3ccc(C(=O)NCCC4=CCCCC4)cc3nc2s1
7%[149 µM]	CC(C)(C)OC(=O)NC(C)(CN)c1ccccn1 (centres undefined)
-28%	O=C(NC1CCN(c2cc(-c3ccc(F)cc3)[nH]n2)C1)c1ccc2c(c1)OCO2 (centres undefined)
15%	NS(=O)(=O)c1ccc(NC(=O)/C(=C/c2ccncc2)NC(=O)c2ccccc2)cc1
-10%	CN(C)CCN(Cc1cccc(F)c1)C(=O)c1cccc(S(C)(=O)=O)c1
?	Cc1ccccc1Cn1cc(-c2ccncc2)cc1C(=O)N(C)Cc1ccco1
22%&10%	Cn1c(=O)c2c(nc(SCC(=O)Nc3ccccc3)n2Cc2ccccc2F)n(C)c1=O
14%	COc1ccc(NC(=O)C2(n3cnnn3)CCCCC2)cc1OC
19%	O=C(c1nc(-c2cccnc2)no1)N1CCN(c2ccccc2)CC1
-10%	Cc1cc(NC(=O)c2cc(-c3ccccc3C)nc3ccccc23)no1
10%	O=C(c1cccc(Cl)c1)N1CCN(C(=O)c2nnn3c2COC(c2ccccc2)C3)CC1 (centres undefined)
-1%	O=C1CCN(S(=O)(=O)c2ccccc2)CCCCCCN1
35µM*	COCC(=O)N[C@H]1CO[C@H]2[C@@H]1OC[C@@H]2Nc1nccc(-c2ccc(OC)cc2)n1
15%	COc1ccc(-c2nc(NC(=O)Cn3cnc4c3c(=O)n(C)c(=O)n4C)sc2C)cc1
20%	CC(=O)c1cccc(NC(=O)CSc2nc3ccccc3c(=O)n2CCCN2CCOCC2)c1
-22%	CC12CCC(=O)N1C(C(=O)NCCc1ccc(F)cc1)CS2 (centres undefined)
-9%	O=C([C@@H]1C[C@H](F)CN1C(=O)Nc1ccc(F)cc1)N1CCCCC1
5%	N#CCCN(C(=O)COC(=O)c1ccccc1Sc1ccc(C(F)(F)F)cc1[N+](=O)[O-])c1ccccc1F
-5%	O=C(CCc1ccccc1)NCc1ccc2c(c1)CCN2C(=O)c1ccc(Cl)cc1
0%	COCc1nnc2n1CCC(NC(=O)NCCc1ccccc1)CC2 (centres undefined)
25%[86.2 µM]	COc1cccc(N2C(=O)[C@@H]3C[C@@H](NC(=O)CSC)CCN3C2=O)c1
-9%	CCCCn1c(=O)[nH]c(=O)c2c1nc(-c1csnn1)n2CCC(C)C
?	C=CC[C@H]1c2ccccc2[C@H]2N3N=Cc4ccccc4[C@H]3[C@H](CCc3ccccc3)C(=O)N2N1C(=O)c1ccccc1
-21%	CC1CCN(S(=O)(=O)c2ccc3c(c2)N(CC(=O)NCc2ccccc2Cl)C(=O)CO3)CC1
?	c1ccc(-c2nnc3ccc(N4CCc5ccccc5C4)nn23)nc1
?	Cc1ccc(NC(=O)c2cccc(NC(=O)N3CCSc4ncccc43)c2)cc1F
?	Cc1nc2scc(CC(=O)NC3CC3)n2c(=O)c1-c1cc(C)n(-c2ccc(C(C)C)cc2)n1
-16%	C#CCNC(=O)CC[C@H]1CNC(=O)[C@@H]2[C@@H](CCN2Cc2ccc(S(C)(=O)=O)cc2)N1C
13%	O=C(c1cccnc1)N(Cc1cccs1)C1CC1
-16%	O=C(NCCc1ccccc1)C1(c2cccs2)CCOCC1
-10%[86.2 µM]	CC(=O)Nc1ccc(CN(C)Cc2cccn2C)cc1
?	COc1ccc(C(CNC(=O)c2ccco2)N2CCCC2)cc1 (centres undefined)
?	O=C(c1cnccn1)N1C[C@@H]2OCC(=O)N(CC3CCCCC3)[C@@H]2C1
31%	C[C@@H]1CN(C(=O)c2coc(COc3cccc(F)c3)n2)C[C@H](C)O1
-8%[86.2 µM]	COCCNC(=O)C[C@@H]1C[C@H]2O[C@H](CNCc3cnccc3C(F)(F)F)[C@@H](O)[C@H]2O1
-13%	O=C(NCc1ccccc1)c1ccc(Cn2cnc3ccccc3c2=O)cc1
30%	COCC1CN(C(C)=O)CC12CCN(C(=O)CCCc1ccccc1)CC2 (centres undefined)
?	N#Cc1cccnc1N1CCN(C(C(=O)O)c2c[nH]c3ccc(Cl)cc23)CC1 (centres undefined)
?	CC(C)NC(=O)c1cccc2c1CCCN2CC(=O)NC(N)=O
14%	CC1C(=O)N(Cc2ncc(-c3ccccc3)o2)C(=O)N1c1ccc(F)cc1 (centres undefined)
-7%	CCOCC(=O)N1CCCCCNC(=O)[C@@H]2CCCC[C@@H]21

7 compounds picked at random from those above:
KDM5B inh	canonical_smiles
?	O=C(CC1C(=O)NCCN1Cc1ccoc1)NCc1nnc2n1CCCCC2 (centres undefined)
-22%	CC12CCC(=O)N1C(C(=O)NCCc1ccc(F)cc1)CS2 (centres undefined)
32%	COCCn1c(COc2c(F)ccc(Cl)c2F)nnc1C1CC(N)C1 (centres undefined)
?	COc1ccc(C(CNC(=O)c2ccco2)N2CCCC2)cc1 (centres undefined)
-1%	O=C1CCN(S(=O)(=O)c2ccccc2)CCCCCCN1
?	c1ccc(-c2nnc3ccc(N4CCc5ccccc5C4)nn23)nc1
?	Cc1nc2scc(CC(=O)NC3CC3)n2c(=O)c1-c1cc(C)n(-c2ccc(C(C)C)cc2)n1

Next structures
KDM5B inh	canonical_smiles
-19%&-15%	O=C(Nc1cc(-c2nc3ccccc3o2)ccc1Cl)c1ccc(Br)o1
25µM*	Cc1c(Cl)cccc1NC(=O)c1cc2n(n1)CC(c1ccc(Cl)cc1)OC2 (centres undefined)
21%	O=C(NC1CCC(c2ccccc2)CC1)c1ccc(Cl)nc1 (centres undefined)
18%	Nc1n[nH]c(C(=O)N2C[C@H](CO)C[C@H](CN3CCOCC3)C2)c1Cl
-11%	CCN(CC)CCCn1c(SCC(=O)Nc2cccc(F)c2)nnc1-c1ccoc1C
16%	Cc1onc(-c2ccccc2)c1-c1nnc(CSc2nnnn2C2CCCC2)o1
10%	CN(C(=O)CCc1c[nH]c2ccccc12)C1CCCC1
9%	COc1cc2c(cc1OC)CN(S(=O)(=O)c1cccc(F)c1)CC2
32%[activator]	CN(Cc1ccccc1)S(=O)(=O)c1ccc(F)c(C(=O)Nc2cccc(Cl)c2Cl)c1
-3%	CC(C)OCCCNc1ncnc2c1nc1n2CCCC1
16%	Cc1nc(Cl)c(Cl)[nH]1
4%	Cc1ccc(CCNC(=O)c2c(C)oc3ncnc(N4CCOCC4)c23)cc1
19%	COc1ccccc1NC(=S)N1CC(C)(C)C1=O
8%	Cc1cccc(C(=O)NCC(=O)N2CCCCCCNC(=O)CC2c2ccccc2)c1 (centres undefined)
-8%	COCC(=O)N[C@H]1C[C@@H](CO)N(Cc2cccc(C#N)c2)C1
9%	Cc1oc(-c2ccccc2)nc1C(=O)Nc1ccc(S(=O)(=O)N(C)Cc2ccccc2)cc1
-8%	O=C(CSc1cccc2cccc(Cl)c12)Nc1cccc(I)c1
?	c1cnc(N2CCC3(CCCN3Cc3ccc(-c4ccn[nH]4)o3)CC2)nc1
-9%	Cc1cccc(-c2cc(NC(=O)c3ccccc3C)n(-c3ccccc3)n2)c1
-27%[86.2 µM]	COc1cc(C)c2c(c1C)C[C@H](C(C)C(=O)N1CCN(CCO)CC1)CC2 (some centres undefined)

Some of the entries so far, with each value named.
Compound: COCC(=O)N[C@H]1C[C@@H](CO)N(Cc2cccc(C#N)c2)C1
  KDM5B inh: -8%

Compound: Cc1oc(-c2ccccc2)nc1C(=O)Nc1ccc(S(=O)(=O)N(C)Cc2ccccc2)cc1
  KDM5B inh: 9%

Compound: O=C(CSc1cccc2cccc(Cl)c12)Nc1cccc(I)c1
  KDM5B inh: -8%

Compound: c1cnc(N2CCC3(CCCN3Cc3ccc(-c4ccn[nH]4)o3)CC2)nc1
  KDM5B inh: ?

(cont.)
KDM5B inh	canonical_smiles
14%	Cc1cc(C)n2c(Nc3cccc(C(F)(F)F)c3)c(-c3ccsc3)nc2n1
-4%	C=CCn1cc(CN(Cc2ccco2)Cc2cccs2)c(C)n1
-4%	COCCN1CCCC2(CCN(Cc3cc(-c4ccccc4)no3)C2)C1=O (centres undefined)
-14%	CCCNC(=O)C(C)NC(=O)CCc1c[nH]c2ccccc12 (centres undefined)
?	Cc1cc(NC(=O)c2ccc(Br)o2)cc(-c2nc3ccccc3o2)c1O
?	O=C(c1cnccn1)N1CCC(N2CC3CC(C2)[C@H]2CCCC(=O)N2C3)CC1 (some centres undefined)
?	CSc1ccc(CN2CCN(Cc3ccccc3F)C(CCO)C2)cc1 (centres undefined)
-17%	CCCc1cc(N2CCC(NCc3c(F)cccc3Cl)CC2)nc(C)n1
-14%	N#C/C(=C\Nc1ccc(C(N)=O)cc1)c1nc(C2CC2)cs1
8%&9%	CC(c1nc2ccccc2c(=O)[nH]1)N(C)CCOc1ccc(Cl)cc1 (centres undefined)
-19%	O=C(c1ccc2c(c1)OCO2)c1cn(Cc2ccc(F)cc2)c2ccccc2c1=O
-29%	Cc1ccc(Cl)cc1N1CCN(C(=O)C2CCN(c3nnc(-n4c(C)ccc4C)s3)CC2)CC1
?	O=C([C@@H]1Cc2nc[nH]c2CN1Cc1ccc(Cl)cc1)N1CCOCC1
7%	CCCOc1ccccc1C(=O)N(Cc1ccc(C(C)C)cc1)C1CCS(=O)(=O)C1 (centres undefined)
-17%	COc1cc(NC(=O)COc2ccc3c(C)cc(=O)oc3c2C)cc(OC)c1OC
38%[activator]	CCCCc1cn(CC2CCN(C(=O)c3ccsc3)CC2)nn1
20µM*	COc1ccc2[nH]c(CNc3cc(C4CC(N)C4)nc(C)n3)cc2c1 (centres undefined)
-8%	COc1ccc(C)cc1NC(=O)c1sc(COc2ccc(C)cc2)nc1C
?	Cc1nc(-c2ccc(F)cc2)sc1CCNC(=O)c1ccccc1C(F)(F)F
-1%	COc1cc(F)c(CN2CC[C@@](O)(C3CC3)[C@H](C)C2)cc1OC
31%	CCCCN(CC)C(=O)CC1CCCN(c2cn[nH]c(=O)c2)C1 (centres undefined)
14%	O=C(O)/C=C/c1ccc(Br)cc1
3%	COc1cc2c(cc1OC)C(CNC(=O)C1CCCC1)N(C(=O)Nc1cccc(C)c1)CC2 (centres undefined)
-6%	CCCCn1nc(C(=O)N2CCC(C(=O)N3CCc4ccccc4C3)CC2)c2ccccc2c1=O
44%[activator]	O=C(CCC(=O)Nc1ccccc1Cl)NNC(=S)Nc1ccccc1C(F)(F)F
3%	O=C(Nc1ccccc1-c1ccccc1)c1cccc(Cl)c1
?	O=C(NCCc1csc(-c2cccnc2)n1)c1cccc(C(F)(F)F)c1
16%	c1ccc(C(CNCc2ccsc2)N2CCCC2)cc1 (centres undefined)
-14%	CCOc1ccc(S(=O)(=O)N2CCN(c3c(C)cccc3C)CC2)c2ccccc12
-20%	Clc1ccccc1C1(c2ccnc(-c3ccccc3)n2)CCNCC1
-7%	CCN(CC)C(=O)CCC1CCN(C(=O)c2ccccc2F)CC1
10%	CSc1ccc(/C=C(/NC(=O)c2ccccc2)C(=O)NCCCn2ccnc2)cc1
?	O=C(N1CCOc2ccc(CN3CCc4ccccc4C3)cc2C1)C1(c2ccccc2)CC1
11%	CC(=O)c1sc2ccccc2c1OC(=O)c1ccc(C(C)(C)C)cc1
-1%	O=C(COc1ccccc1Cl)OCc1cccc(COC(=O)COc2ccccc2Cl)c1
